# HGIII-sPLA2 inh: Inhibits HGIII-sPLA2 liposome hydrolysis, primary screen. QFRET BODIPY PC-A2 liposome hydrolysis, fluorescence. inhibition, % at 12.2 µM. 370,000 tested, 0.56% active;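 active = inhibition above mean plus 3 SD of compounds lying within the high and low control bounds, cut at about 19% in these data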;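 also: 0% = median of test compound wells and 100% = no enzyme DMSO wells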
# ASAP1 inh: inhibitors of human ASAP1 ArfGAP activity; inhibition, % at 16.5 µM; Q9ULH1; 360,000 tested, 0.19% active; AID 624377; ASAP1-stimulated ARF1 GTP hydrolysis, GDP FP detection; in the data active = inhibition above about 25%;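 also: 0% = vehicle with enzyme and substrate and 100% = no enzyme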
# UHRF1 MBD2 ctr: UHRF1 methyl-DNA binding inhibition | Q96T88 | UHRF1 binding to methylated oligo, TR-FRET | inhibition, % at 4.4 µM | 370,000 tested, 0.75% active | AID 687016; in the data active = inhibition above about 21%;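 also: UHRF1 SRA domain binding a hemimethylated CpG hairpin DNA probe; 0% = median of test compound wells and 100% = reference inhibitor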
# Target sequence (Q96T88 whole entry, looked up, the tested form may be a part): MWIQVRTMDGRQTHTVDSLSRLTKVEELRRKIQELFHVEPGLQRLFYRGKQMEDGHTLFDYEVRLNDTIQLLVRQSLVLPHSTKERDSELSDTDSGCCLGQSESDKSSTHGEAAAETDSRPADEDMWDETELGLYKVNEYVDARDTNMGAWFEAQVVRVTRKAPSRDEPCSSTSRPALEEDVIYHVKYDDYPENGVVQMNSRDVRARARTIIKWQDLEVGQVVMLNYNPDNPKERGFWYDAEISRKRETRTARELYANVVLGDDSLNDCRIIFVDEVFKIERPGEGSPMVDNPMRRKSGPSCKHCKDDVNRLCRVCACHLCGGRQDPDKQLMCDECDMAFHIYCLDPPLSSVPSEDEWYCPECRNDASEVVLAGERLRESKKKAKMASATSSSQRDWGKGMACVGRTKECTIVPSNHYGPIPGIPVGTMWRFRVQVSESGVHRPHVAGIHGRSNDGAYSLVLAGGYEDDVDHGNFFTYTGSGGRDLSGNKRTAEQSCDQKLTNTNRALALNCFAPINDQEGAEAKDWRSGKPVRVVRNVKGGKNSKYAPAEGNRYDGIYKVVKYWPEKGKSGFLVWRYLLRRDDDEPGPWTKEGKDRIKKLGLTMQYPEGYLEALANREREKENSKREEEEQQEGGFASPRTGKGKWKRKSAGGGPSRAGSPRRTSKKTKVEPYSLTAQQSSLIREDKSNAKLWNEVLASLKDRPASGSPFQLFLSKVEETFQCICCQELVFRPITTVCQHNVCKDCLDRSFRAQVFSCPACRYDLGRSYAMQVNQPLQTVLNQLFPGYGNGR
# DDE Tn6 FP inh: disrupts Tn6 cyclic peptide binding to fibrin D-Dimer-E complex; inhibition, % at 8.3 µM; Fibrin DD(E) TRITC-Tn6 fluorescence polarization displacement; 370,000 tested, 0.21% active; P02675;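 active = inhibition above a per-campaign cutoff: mean of compounds within control limits plus 3 SD, cut at about 15% in these data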;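 also: 0% = median of all compound wells on the plate and 100% = blocking peptide control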
# Tn7 DDE FP: inhibitors of Tn7 peptide binding to human fibrin DD(E); AID 720508; 370,000 tested, 0.13% active; inhibition, % at 8.3 µM; FP displacement of FITC-Tn7 peptide from fibrin DD(E); 0% = median of compound wells per plate;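 active = inhibition above the mean of compounds falling within the control limits plus 3 SD of them, cut at about 14% in these data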;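 also: 0% = plate median of compound wells and 100% = 10 µM Aha-Tn7 peptide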
#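 Test system – human fibrin DD(E) · Times – 10 min preincubation, 3 h with tracer, room temperature · Detection – fluorescence polarization of the labelled Tn7 tracer · Measure – percent inhibition normalized to high-control wells · Benchmarks – high control wells with 10 µM unlabelled Aha-Tn7 peptide (full inhibition) · Repeats – singlicate testing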
# PLC-beta3 inh: PLC-beta3 (human) inhibition, primary screen. Q01970. Purified PLC-beta3, fluorogenic substrate, fluorescence. inhibition, % at 12.2 µM. 370,000 tested, 0.18% active. AID 720704; in the data active = inhibition above about 11%;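 also: 0% = median of compound wells on plate and 100% = full blocker control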
# PLCg1 inh: inhibitors of human phospholipase C gamma1; purified PLC-gamma1, fluorogenic substrate, fluorescence; 370,000 tested, 0.84% active; AID 720700; P19174; inhibition, % at 12.2 µM; in the data active = inhibition above about 9.5%
# ARFGAP1 inhibitor: inhibitors of rat ARFGAP1; Arfgap1-stimulated ARF1 GTP hydrolysis, GDP FP detection; AID 651572; inhibition, % at 16.5 µM; 360,000 tested, 0.26% active; Q62848;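 active = inhibition above a per-plate limit, mean inhibition of low control wells plus 3 SD, cut at about 25% in these data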;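 also: 0% = DMSO wells with enzyme and 100% = wells lacking Arfgap1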
#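 System: truncated rat Arfgap1 GAP domain / Benchmarks: high control wells lacking Arfgap1, low control full reaction with DMSO / Times: compound-enzyme preincubation 20 min, reaction 120 min, detection 60 min, 25 °C / Repeats: one replicate per compound / Also added: human ARF1(Δ1-17)-GTP substrate / Measured by: Tracer-displacement fluorescence polarization with EDTA stop, 620/688 nm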
# proKLK7 act: activates the human kallikrein-7 zymogen. 370,000 tested, 0.9% active. AID 652039. purified proKLK7, EDANS-DABCYL substrate fluorescence; 100% is mature enzyme control, 0% vehicle. activation, % at 7 µM;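 active = activation above the mean of all tested compounds plus 3 SD, computed per campaign excluding outliers beyond control limits, cut at about 13% in these data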
# Target sequence (P49862 whole entry, looked up): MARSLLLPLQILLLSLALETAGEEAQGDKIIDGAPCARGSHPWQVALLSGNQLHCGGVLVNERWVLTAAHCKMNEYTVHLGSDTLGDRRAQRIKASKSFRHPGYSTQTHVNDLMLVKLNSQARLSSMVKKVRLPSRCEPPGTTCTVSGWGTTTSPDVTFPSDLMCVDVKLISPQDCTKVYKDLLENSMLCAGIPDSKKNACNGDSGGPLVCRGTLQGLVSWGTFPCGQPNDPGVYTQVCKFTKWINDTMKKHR
# NR1D1 modulator: modulates human Rev-erb alpha binding to DNA; activity, % at 10 µM; P20393; 370,000 tested, 0.79% active; Rev-erbα–FITC-DNA binding, fluorescence polarization, 90 min;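 active = activity above about 14%, limit read from the data; passing the limit was not always enough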;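 also: 0% = DMSO wells with 35 nM protein and 100% = DMSO wells with 750 nM protein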
# Active calls of the source: *; . = not tested or not shown.
# Values run as follows: HGIII-sPLA2 inh	ASAP1 inh	UHRF1 MBD2 ctr	DDE Tn6 FP inh	Tn7 DDE FP	PLC-beta3 inh	PLCg1 inh	ARFGAP1 inhibitor	proKLK7 act	NR1D1 modulator
O=C(C1COc2ccccc2O1)N1CCc2ccccc21 (centres undefined)
    4.5	0.5	15.9	-8.2	7.5	-1.3	-0.3	9.0	0.7	-16.6
O=c1[nH]c(=O)c2nnc(N/N=C/c3ccccc3F)nc2[nH]1
    2.8	-18.7	2.0	-0.7	0.5	-1.1	2.9	0.5	-0.2	-1.6
Cn1c(SCC(=O)Nc2ccc(Br)cc2F)nnc1-c1ccco1
    4.4	0.6	3.9	2.6	1.8	-2.0	1.8	12.6	0.3	5.7
COc1ccc(C(=O)Oc2ccc(/C=N/NC(=O)Cc3ccc([N+](=O)[O-])cc3)cc2)cc1
    4.1	2.6	3.3	1.8	8.6	0.0	-0.2	-7.1	0.0	-7.7
COc1cc(OC)cc(C(=O)NC(C(=O)NNC(=O)CN(C)S(=O)(=O)c2ccc(C)cc2)C(C)C)c1 (centres undefined)
    -3.5	6.5	5.6	-1.7	-0.8	-6.6	2.8	6.7	0.5	0.9
CSCCC(NC(=O)C1CCC(C)CC1)C(=O)OCC(=O)c1ccc(Cl)cc1 (centres undefined)
    19.2	-7.1	3.2	7.3	6.0	0.1	0.5	17.2	-0.3	2.9
O=C(NCCc1ccccc1)c1cccc2c1C(=O)N(C1CCCCC1)C2
    1.8	-9.0	0.9	5.8	4.3	-5.2	-4.5	1.7	0.7	-0.2
S=C(NCCN1CCCCC1)Nc1ccc(Br)cc1
    17.8	2.1	2.5	3.0	-2.2	1.4	6.0	11.7	-0.1	2.3
Nc1ccc2oc(-c3ccccn3)nc2c1
    3.7	16.3	-8.0	-13.0	0.5	-134.1	-123.7	-12.0	0.5	-1.8
CN(CC(=O)Nc1ccc(Cl)c(C(F)(F)F)c1)C(=O)CCCNC(=O)c1ccc(Cl)cc1
    -9.1	12.8	-1.2	-8.2	0.3	-2.7	3.6	-2.2	0.0	4.0
COc1cc(NC(=O)CSc2nnc3c(C)cc4c(C)ccc(C)c4n23)c(C(=O)O)cc1OC
    4.1	-3.2	2.2	-4.5	0.8	-1.9	1.2	8.9	0.4	-3.5
COc1ccc(C(=O)Nc2cccc3nc(C)ccc23)cc1OC
    9.9	13.4	-1.0	-2.1	1.0	0.7	-1.3	1.6	-0.7	2.0
CCN(c1ccccc1)S(=O)(=O)c1ccc(N2CCN(c3ccccc3O)CC2)nc1
    0.6	0.2	1.0	-2.6	5.3	-11.7	-3.1	6.4	0.0	-0.1
Cc1cc(NCCN2CCOCC2)n2nc(C)c(-c3ccccc3)c2n1
    -2.5	-4.5	-2.6	-2.4	-0.4	-88.3	-68.5	-3.0	0.2	5.0
O=C(CN1CCN(CC(=O)Nc2cccc(F)c2)CC1)Nc1ccc(-c2ccccc2)cc1
    -8.2	-10.4	-0.5	-1.6	-0.2	-8.1	-1.2	-3.9	-0.6	-0.3
Cc1onc(-c2ccccc2)c1C(=O)OCC(=O)NCc1ccc(F)cc1
    -1.1	13.6	-3.6	0.6	-2.4	5.3	2.5	-1.6	-0.1	8.2
COc1ccc(CCn2c(NN)nc3c2c(=O)[nH]c(=O)n3C)cc1
    0.3	13.7	-0.5	-8.1	0.4	-22.0	-11.7	13.2	-0.1	-1.7
COc1ccc(C(C(=O)NCC2CCCO2)N(C(=O)CNC(=O)c2cccs2)c2ccc(C)cc2)cc1OC (centres undefined)
    4.0	5.6	-0.1	8.2	1.0	-0.4	0.8	2.1	-1.1	-1.9
COc1ccc(-n2c(SCC(=O)c3ccc[nH]3)nnc2-c2ccccc2)cc1
    -20.4	-9.7	-1.2	-0.5	7.4	-3.4	-4.3	-10.4	-0.1	3.4
CCN(CC)CCn1c(=N)n(CCO)c2ccccc21
    4.2	11.7	4.1	-2.0	-1.8	-0.7	2.7	-4.8	-0.2	2.4
Cc1ccc(S(=O)(=O)NCC(=O)OCC(=O)Nc2cccc(S(=O)(=O)NC3=NCCCCC3)c2)cc1
    -3.9	-6.2	0.8	2.9	-2.8	-1.4	1.5	11.6	0.2	1.4
Cc1c(Nc2nc(-c3ccc(Cl)cc3)cs2)c(=O)n(-c2ccccc2)n1C
    -2.4	12.3	0.4	-1.9	-7.5	-3.9	-4.4	-6.5	-0.3	1.1
COCCNC(=O)/C(C#N)=C/c1ccc(N2CCOCC2)o1
    -13.1	12.8	-46.7	-6.7	-19.5	-5.6	-9.5	7.3	0.8	15.1
CC(NCC1COc2ccccc2O1)C(=O)NCc1ccccc1 (centres undefined)
    11.9	6.2	25.1*	-1.4	-3.1	-3.9	6.7	8.2	0.6	-2.1
Cc1cccc(OCC(=O)N/N=C/c2cc([N+](=O)[O-])ccc2N2CCOCC2)c1
    -4.9	-9.8	-1.7	2.5	-6.9	3.9	-0.5	3.3	0.4	3.5
COCCn1c(SCC(=O)N2CCCCC2)nc2c([nH]c3ccccc32)c1=O
    4.4	15.3	-0.1	-3.0	1.0	-5.7	-1.9	4.4	0.4	-0.9
CC(=O)N1CCN(S(=O)(=O)c2cccc(C(=O)OCc3cccc(F)c3)c2)CC1
    -1.1	13.8	3.0	-1.2	-4.7	-1.9	0.9	-5.6	0.0	7.8
Cc1c(C(=O)Nc2ccc(Oc3ccccc3)cc2)sc2nc3n(c(=O)c12)CCC3
    -20.6	1.5	-1.2	-6.4	-2.1	-13.6	-6.2	4.7	-1.3	4.2
CCN1C(=O)c2cccc3c(NC(=O)c4ccc(S(=O)(=O)N5CCOCC5)cc4)ccc1c23
    6.3	-11.0	2.0	-0.9	2.9	-74.5	-65.7	-2.4	0.9	2.0
Cc1ccc(-c2nnc(Oc3cccc(C)c3)c3ccccc23)cc1
    -0.7	-3.5	0.5	6.2	6.2	4.0	3.0	4.6	0.7	7.9
O=c1[nH]c2ccccc2n1CCCN1CCCCC1
    0.3	4.0	-0.6	-3.8	-2.0	-1.1	-0.3	0.8	0.1	1.6
CCNc1nc(NCC)nc(-n2nc(C)cc2C)n1
    13.0	-8.0	3.9	-8.0	3.8	0.1	1.8	-4.3	-0.2	-1.5
Cc1csc2c(N3CCN(C(=O)Nc4ccc(Cl)c(Cl)c4)CC3)ncnc12
    13.4	-2.4	6.0	-12.6	-6.0	-5.3	-0.2	9.8	-0.5	-2.4
COC(=O)CCN(C(=O)c1ccc(N2CCCC2)c([N+](=O)[O-])c1)c1ccccn1
    -1.9	3.4	0.2	-4.9	-2.7	-3.8	1.8	12.7	-0.3	2.7
COc1cc(NC(=O)Cc2ccccc2)c(C(=O)O)cc1OC
    3.2	13.6	1.3	0.8	-0.4	-2.9	-1.4	5.7	0.0	-3.6
CCN(CC(=O)NCc1ccc(Cl)cc1)C(=O)CSc1ccc(F)cc1
    1.0	-11.6	1.0	2.6	9.2	-10.8	2.7	-3.5	0.3	-1.9
COc1ccccc1C(=O)OCC(=O)NCCNC(=O)COC(=O)c1ccccc1OC
    3.2	-9.3	1.8	-8.3	4.3	-6.8	-0.6	-3.4	0.5	-0.6
Cc1ccccc1C(=O)NCCCNC(=O)c1ccco1
    2.7	3.0	0.5	-0.8	2.5	-2.9	-2.0	0.2	0.7	5.7
COCc1ccc([C@@H]2C[C@H]3CN(Cc4cccc(Cl)c4)C(=O)[C@]34CCCN24)o1
    -6.7	1.3	-0.5	2.8	-2.7	-8.0	-0.4	9.2	0.2	4.3
COC(=O)C1(C(=O)OC)C2CCCCC2N(S(=O)(=O)c2ccc(C)cc2)[C@@H]1CC(C)=O (some centres undefined)
    -3.7	-5.6	-2.5	5.9	4.4	0.7	-0.6	-5.5	0.1	4.3
CCCn1c(=N)n(CC(=O)OCC)c2ccccc21
    -2.3	-3.2	-0.9	-3.2	0.6	-4.1	-4.0	-6.5	0.1	-3.6
CC(=O)n1cc(-c2ccncc2)c2ccccc21
    -5.0	1.5	-1.0	-1.3	4.7	-10.5	-5.1	7.6	0.4	-1.5
CCCCN=C1NN=C(c2cccc([N+](=O)[O-])c2)CS1
    1.1	15.2	-3.6	0.7	2.5	2.5	1.7	-17.0	0.4	-0.1
Cn1c(-c2ccc3c(c2)OCO3)cnc1NCc1ccccc1
    12.4	2.7	-0.8	-2.3	6.3	-2.5	-2.1	-2.3	0.0	-2.9
NS(=O)(=O)c1ccc(NCc2ccccc2OCc2ccccc2F)cc1
    -27.3	-8.7	3.8	0.6	1.0	-0.7	0.8	-6.1	-0.1	1.4
O=C(CSC(=S)N1CCCCC1)Nc1ncc2c(n1)CC(c1ccco1)CC2=O (centres undefined)
    -1.3	6.0	-2.0	-1.6	2.6	-5.9	-2.2	-0.3	0.3	-3.7
Nc1ccc(CCNc2ncnc3c2ncn3[C@@H]2O[C@H](CO)[C@@H](O)[C@H]2O)cc1
    3.1	-5.7	-3.0	2.2	3.3	1.3	-1.3	9.8	0.1	0.0
CN1C(=O)C(c2cn(C)c3ccccc23)(c2cn(C)c3ccccc23)c2cc(F)ccc21
    -6.8	-2.3	-2.6	-1.6	-2.1	-0.9	1.7	-9.4	0.8	0.5
O=C(c1ccccc1)N1N=C(c2cccs2)CC1c1ccccc1O (centres undefined)
    -32.2	-0.4	-1.6	-6.4	-2.9	-13.7	-7.9	-2.4	0.3	0.9
Cc1ccc(C)c(SCC(=O)OCC(=O)NCCNC(=O)COC(=O)CSc2cc(C)ccc2C)c1
    -11.2	5.3	3.0	9.6	7.2	-7.6	-1.4	-6.8	0.2	7.9
Cn1c(=O)oc2cc(S(=O)(=O)N3CCN(C(=O)C4CCCO4)CC3)ccc21 (centres undefined)
    2.4	.	-0.5	-3.1	8.1	0.5	-3.4	.	0.7	-1.1
Cc1oc2ccc(O)cc2c1C(=O)c1ccccc1
    0.1	3.9	-1.4	0.1	2.1	-5.1	-1.7	-11.0	0.0	4.2
CC(C)c1ccc2[nH]c(O)c(N=NC(=O)c3ccc(CSc4nncn4C)cc3)c2c1
    1.9	0.1	-0.8	-8.4	-6.1	-0.2	4.7	-2.0	0.1	1.7

# A draw from above in order of formula weight, descending:
# Values run as follows: HGIII-sPLA2 inh	ASAP1 inh	UHRF1 MBD2 ctr	DDE Tn6 FP inh	Tn7 DDE FP	PLC-beta3 inh	PLCg1 inh	ARFGAP1 inhibitor	proKLK7 act	NR1D1 modulator
COC(=O)C1(C(=O)OC)C2CCCCC2N(S(=O)(=O)c2ccc(C)cc2)[C@@H]1CC(C)=O (some centres undefined)
    -3.7	-5.6	-2.5	5.9	4.4	0.7	-0.6	-5.5	0.1	4.3
CCCCN=C1NN=C(c2cccc([N+](=O)[O-])c2)CS1
    1.1	15.2	-3.6	0.7	2.5	2.5	1.7	-17.0	0.4	-0.1
Cc1ccccc1C(=O)NCCCNC(=O)c1ccco1
    2.7	3.0	0.5	-0.8	2.5	-2.9	-2.0	0.2	0.7	5.7
